Compound activity from PubChem BioAssay.
GPR7 antag: GPR7 receptor antagonists, primary screen, cell-based, fluorescence, single concentration | Neuropeptides B/W receptor type 1 (Homo sapiens), P48145 | GPR7-expressing cells, fluorescence antagonist assay | inhibition, % at 4.4 µM | 1.1% of 290,000 active | AID 1861, 2009; in the data active = inhibition above about 16%, passing the limit was not always enough;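 also: cells stimulated with the agonist NPW; 0% = agonist with vehicle and 100% = vehicle without agonist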
Target sequence (P48145 whole entry, looked up): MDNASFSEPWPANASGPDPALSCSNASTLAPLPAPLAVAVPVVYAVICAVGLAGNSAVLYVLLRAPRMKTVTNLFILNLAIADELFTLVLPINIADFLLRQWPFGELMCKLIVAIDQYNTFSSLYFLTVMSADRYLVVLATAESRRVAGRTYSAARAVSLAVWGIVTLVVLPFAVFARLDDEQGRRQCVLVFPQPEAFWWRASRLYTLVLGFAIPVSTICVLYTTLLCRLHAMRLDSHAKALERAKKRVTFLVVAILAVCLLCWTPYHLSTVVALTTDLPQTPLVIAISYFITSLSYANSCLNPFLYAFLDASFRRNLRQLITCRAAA
M18AAP inhibitor: PfM18AAP inhibitors, malaria aminopeptidase, primary screen, biochemical, QFRET, recombinant enzyme | H-Glu-NHMec fluorogenic cleavage | inhibition, % at 7.35 µM | 1.2% of 290,000 active | AID 1822, 2009;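 active = inhibition above the campaign mean inhibition over all tested compounds plus 3 SD, cut at about 28% in these data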;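 also: 0% = plate median of test compound wells and 100% = 2 mM ZnCl2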
OXTR agonist: human OXTR agonists, primary screen, fluorescence, CHO-OTR cells, Fluo-8 calcium. Oxytocin receptor (Homo sapiens), P30559. Fluo-8 calcium fluorescence; normalized: DMSO 0%, oxytocin 100%. activation, % at 3 µM. 0.32% of 320,000 active;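 active = activation above the mean of all tested compounds plus 3 SD, cutoff set per screening run, cut at about 20% in these data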;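 also: peak over basal fluorescence ratio from a 100 s FLIPR kinetic read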
Target sequence (P30559 whole entry, looked up): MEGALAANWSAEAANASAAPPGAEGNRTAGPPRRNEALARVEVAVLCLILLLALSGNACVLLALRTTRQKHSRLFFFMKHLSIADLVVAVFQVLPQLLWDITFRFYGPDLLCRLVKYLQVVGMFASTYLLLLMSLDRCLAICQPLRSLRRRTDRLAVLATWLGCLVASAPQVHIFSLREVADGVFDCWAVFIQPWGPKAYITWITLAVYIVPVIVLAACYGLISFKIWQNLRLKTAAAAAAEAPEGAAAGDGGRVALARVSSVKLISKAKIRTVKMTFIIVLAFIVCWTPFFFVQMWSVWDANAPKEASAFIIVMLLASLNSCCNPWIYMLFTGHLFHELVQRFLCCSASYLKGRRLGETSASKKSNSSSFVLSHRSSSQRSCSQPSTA
MEKK2 mut-MEK5: MEK5 binding signal on mutant MEKK2 PB1, primary screen, biochemical, multiplex bead flow cytometry, Alexa488-MEK5 | percent response, % at 10 µM | Alexa488-MEK5 binding to MEKK2 mutant | 0.35% of 290,000 active; in the data active = percent response above about 24%, passing the limit was not always enough; also: inactives centre near 1; some results filed as inactive read as strong as hits; reference of the scale not given here
FID counter: compounds displacing fluorescent DNA intercalator, primary screen, artefact control for HCV NS3 helicase inhibitor project, biochemical, FID fluorescence; DNA fluorescent intercalator displacement; inhibition, % at 7.9 µM; 0.17% of 290,000 active; in the data active = inhibition above about 37%;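 also: 0% = vehicle and 100% = reference compound; higher means more ethidium bromide displaced from hairpin DNA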
MEKK3 PB1 HTS: modulators of MEKK3-MEK5 PB1 binding, primary screen, biochemical, wildtype MEKK3, multiplex bead flow cytometry, Alexa488-MEK5; Mitogen-activated protein kinase kinase kinase 3 (Homo sapiens), Q99759; bead-based flow cytometry, Alexa488-MEK5 binding to MEKK3; actives lie on both sides; 0 = blocked by unlabeled MEK5, 100 = vehicle; binding response (% of control), % at 10 µM; 1.4% of 290,000 active; AID 1529, 2009;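 active = binding response more than 3 SD above or below the average of its plate-row segment, actives on both sides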;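 also: Alexa488 bead fluorescence after subtracting the streptavidin-only scavenger bead signal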
PHOSPHO1 inh: PubChem AID 1565. Phosphoethanolamine/phosphocholine phosphatase (Homo sapiens), Q8TCT1. recombinant PHOSPHO1, absorbance phosphatase assay. inhibition, % at 13.3 µM. 1.1% of 290,000 active; in the data active = inhibition above about 60%
Target sequence (Q8TCT1 whole entry, looked up): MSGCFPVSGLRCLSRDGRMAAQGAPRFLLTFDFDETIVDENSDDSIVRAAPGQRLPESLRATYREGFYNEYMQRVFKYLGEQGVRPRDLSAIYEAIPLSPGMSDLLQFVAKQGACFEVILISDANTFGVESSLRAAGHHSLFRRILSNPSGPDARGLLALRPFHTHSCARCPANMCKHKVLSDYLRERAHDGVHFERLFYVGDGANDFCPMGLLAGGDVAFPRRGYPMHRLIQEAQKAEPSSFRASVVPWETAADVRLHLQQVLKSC
MEKK2wt PB1 HTS: modulators of MEK5 binding to wildtype MEKK2, primary screen, biochemical, multiplex bead flow cytometry, Alexa488-MEK5. Mitogen-activated protein kinase kinase kinase 2 (Homo sapiens), Q9Y2U5. Alexa488-MEK5 binding to MEKK2 WT; actives lie on both sides. binding response (% of control), % at 10 µM. 1.1% of 290,000 active; in the data active = binding response below about 67% or above about 130%
NALP1 yeast inh: NALP1 inflammasome inhibitors in reconstituted yeast, colorimetric, S. cerevisiae, triplicate retest. inhibition, % at 10 µM. S. cerevisiae NALP1/ASC/caspase-1 growth, X-gal OD620, 72 h. AID 2071, 2009. 0.61% of 280,000 active; in the data active = inhibition mostly above about 24%, no sharp cut-off; inactive = mostly below about 32%; also: some compounds called inactive have numbers as strong as hits
The depositor's hits bear a star; / = not tested or not shown; [ ] = another dose, or the depositor's remark.

SMILES	GPR7 antag	M18AAP inhibitor	OXTR agonist	MEKK2 mut-MEK5	FID counter	MEKK3 PB1 HTS	PHOSPHO1 inh	MEKK2wt PB1 HTS	NALP1 yeast inh
Cc1ccc(CNC(=O)Cn2c(=O)n(-c3ccccc3)c(=O)c3sccc32)cc1	-4	0	-0.7	-2	-6	96	11	96	-9
Cc1ccccc1NC(=O)Cn1nnc(-c2ccc(CN3CCC(C)CC3)cc2)n1	-8	0	1.4	0	3	102	16	102	/
CC(NC(=O)CN1CCN(c2ncccn2)CC1)c1ccc(F)cc1 (configuration not stated)	-6	2	-0.4	8	-5	99	36	107	-17
Cc1nc(SCc2ccc(Cl)c(Cl)c2)ncc1C(=O)O	17	-6	2.8	-3	-22	108	52	99	0
C=CC(=O)NC(NC(=O)C=C)c1ccc(Br)cc1	-2	-2	0.9	-3	5	103	24	100	-11
O=C(OC1CCOC1=O)c1ccc2ncsc2c1 (configuration not stated)	-8	24	-0.2	-7	-4	90	-32	91	0
COc1ccccc1/C=C/C1=NC(=C\C=C/c2ccccc2)/C(=O)O1	8	-8	-0.5	-1	-29	100	0	87	13
CS(=O)(=O)O/N=C1\CCCCC1c1ccc([N+](=O)[O-])cc1[N+](=O)[O-] (configuration not stated)	4	0	0.9	6	7	105	37	106	21
CC1(C)CC(=O)c2sc(NC(=O)C3COc4ccccc4O3)nc2C1 (configuration not stated)	1	-4	3.6	11	-10	106	-18	109	37
Cc1ccc(CN2CCNC(=O)C2CC(=O)NCc2cc(C)n(C)n2)cc1 (configuration not stated)	17	-8	-0.7	5	-17	101	28	103	17
COc1ccc(N(C)C(=O)c2sc(Cl)nc2C)cc1	-9	-4	0.0	4	-3	103	29	106	10
CCOC(=O)CC(=O)CSc1nc2c(sc(=S)n2-c2ccc(C)c(C)c2)c(=O)[nH]1	-18	0	1.1	-6	-33	88	34	88	-3
CCOC(=O)N1CCC(=NNC(=O)c2ccc(O)cc2)CC1	2	18	-0.9	12	-3	104	0	103	32
O=C(Nc1nnc(-c2cccs2)o1)c1ccc(S(=O)(=O)N2CCOCC2)cc1	6	-10	-0.6	/	-25	/	37	/	-13
COc1ccc(C2OC(=O)CC2C(=O)NC2CCCC(C)C2C)cc1OC (configuration not stated)	1	1	-2.1	-1	-10	100	26	100	13
COc1ccc(C(=O)CN2C(=O)NC3(CCCCCC3)C2=O)cc1	-12	4	1.2	-3	-22	100	10	98	9
Cc1cc(/C=N/NC(=O)C(=O)NCc2ccccn2)c(C)n1-c1ccccc1	6	18	-1.9	-1	-20	107	-10	106	16
CCCn1nc(C(=O)NCCc2ccc(S(N)(=O)=O)cc2)c2ccccc2c1=O	-19	3	0.0	-5	-21	94	7	99	-4
S=C(NCCC(c1ccccc1)c1ccccc1)Nc1ccccc1Cl	21	1	-0.2	21	-19	108	45	109	17
CC1(C)CC(=O)C2=C(C1)Nc1ccccc1N=C2	-4	15	4.6	-1	-10	102	0	102	15

Filtered by structure, those above containing a halogen.
SMILES	GPR7 antag	M18AAP inhibitor	OXTR agonist	MEKK2 mut-MEK5	FID counter	MEKK3 PB1 HTS	PHOSPHO1 inh	MEKK2wt PB1 HTS	NALP1 yeast inh
CC(NC(=O)CN1CCN(c2ncccn2)CC1)c1ccc(F)cc1 (configuration not stated)	-6	2	-0.4	8	-5	99	36	107	-17
Cc1nc(SCc2ccc(Cl)c(Cl)c2)ncc1C(=O)O	17	-6	2.8	-3	-22	108	52	99	0
C=CC(=O)NC(NC(=O)C=C)c1ccc(Br)cc1	-2	-2	0.9	-3	5	103	24	100	-11
COc1ccc(N(C)C(=O)c2sc(Cl)nc2C)cc1	-9	-4	0.0	4	-3	103	29	106	10
S=C(NCCC(c1ccccc1)c1ccccc1)Nc1ccccc1Cl	21	1	-0.2	21	-19	108	45	109	17

(list continues)
SMILES	GPR7 antag	M18AAP inhibitor	OXTR agonist	MEKK2 mut-MEK5	FID counter	MEKK3 PB1 HTS	PHOSPHO1 inh	MEKK2wt PB1 HTS	NALP1 yeast inh
CN(C)C(=O)[C@@H]1C[C@H]1[C@@H](NC(=O)OCc1ccccc1)c1ccccc1	0	2	2.0	3	-20	104	16	96	11
Cc1ccccc1C(=O)N(C)Cc1ccccc1	-17	-1	-0.5	-4	-8	86	-13	93	12
CCCc1cc(N2CCN(c3ccccn3)CC2)n2nc(C)c(-c3ccccc3)c2n1	-15	-21	-1.5	-2	-8	102	17	95	-9
COc1ccc(OC)c2sc(NC(=O)C(C)C)nc12	-11	5	-1.6	3	-2	102	10	100	11
C=CCNC(=O)c1onc(CSc2cccc(C)c2)c1C(=O)O	-1	-3	-1.2	1	-10	101	37	105	-6
CCCCCSc1nc2c(c(=O)[nH]c(=O)n2C)n1CC	3	6	-1.5	7	-5	113	/	114	/
Cc1ncc([N+](=O)[O-])n1Cc1ccc(F)cc1	0	-9	1.2	-3	-15	70*[inhibitor]	24	91	16
CCc1cccc(CC)c1N(COC)C(=O)Cn1cnc2ccccc21	-3	-2	-2.0	-3	-39	96	20	93	-25
Brc1ccccc1-c1nnc(CSc2nnc3sc4ccccc4n23)o1	-12	5	0.6	-2	-16	101	39	96	-17
N#Cc1c(C(F)(F)F)cc(-c2cccs2)nc1N1CCCCC1	-16	1	0.2	-6	-6	105	1	90	12
CC(=O)Nc1ccc(N2C(=O)CC(N3CCN(Cc4ccc5c(c4)OCO5)CC3)C2=O)cc1 (configuration not stated)	-5	-2	-0.5	0	2	102	-1	100	-6
CN(C)c1ccc(NC(=O)c2sc(SCC(=O)Nc3ccc(Br)cc3)nc2N)cc1	0	-6	0.8	8	5	98	-32	100	0
Cc1cccc(NC(=O)c2sccc2-n2cccc2)c1C	-13	-11	-2.1	2	-11	100	6	102	-8
CCOC(=O)C1C(c2cc(OC)c(OC)c(OC)c2)NC(=S)NC1(O)C(F)(F)F (configuration not stated)	3	3	-0.4	1	-9	100	40	100	-6
O=C(C1CCN(CCCc2ccccc2)CC1)N(CCc1ccccc1)Cc1ccccc1	13	-1	4.1	-3	16	85	-8	99	26
CCC(=O)NC(=Nc1nc2ccccc2s1)NC(=O)CC	-2	4	-1.8	11	6	105	-6	106	32
CCOC(=O)C1=C(C)NC2=C(C(=O)CC(C)(C)C2)C1c1ccc(O)c(OCC)c1 (configuration not stated)	-7	1	0.5	11	-23	104	24	102	17
O=C(NCCC1=CCCCC1)C(=O)NCC1OCCCN1S(=O)(=O)c1cc(F)ccc1F (configuration not stated)	-9	6	1.9	-3	-26	90	16	92	-14
Cc1ccc(-c2nc3cc(Br)cnc3nc2-c2ccc(C)cc2)cc1	-5	-4	-1.8	-8	-2	99	-62	86	-9
N#Cc1cnn2c(C(F)(F)F)cc(-c3ccccc3)nc12	-13	-2	-3.4	19	-7	110	30	108	13
O=c1cc(/N=C/c2coc3c(ccc4ccccc43)c2=O)[nH]c(=S)[nH]1	-10	2	5.8	-2	1	100	9	95	14
CCOC(=O)COc1ccccc1/C=C\[N+](=O)[O-]	5	32*	1.6	1	-3	98	-9	101	102*
CC1CCCC(C)N1C(=O)c1ccc(CS(=O)(=O)c2ccccc2)cc1 (configuration not stated)	-3	0	4.1	8	-36	100	22	108	0
COc1cc(/C=N/NC(=O)c2ccoc2C)cc(OC)c1O	-1	7	-1.1	0	-4	101	-12	102	11
O=C(NCCc1csc(-c2ccccc2)n1)c1ccco1	-2	-5	0.8	11	-14	106	27	106	/
COc1cccc(CNC(=O)Cc2csc(Nc3nc(=S)[nH]c4ccccc34)n2)c1	-11	13	-0.8	-11	-5	106	13	90	13
O=C(Nc1ccc([N+](=O)[O-])cc1)Nc1ccc(N2CCOCC2)c2nonc12	-6	4	1.1	-4	6	96	-16	96	13
O=C(CCC(=O)CCN1CCCCC1)CCN1CCCCC1	-12	2	-0.6	32	-1	102	-13	175*	/
CCCN(CC(=O)Nc1ccccc1OC)Cc1c(O)ccc2ccccc12	-13	3	-1.1	-2	-2	103	27	94	18
COc1ccc(N2C(=O)c3ccccc3NC2c2ccc(NC(C)=O)cc2)c(OC)c1 (configuration not stated)	1	-4	-0.9	-2	-18	100	28	104	11
Cc1ccc(NC(=O)c2cc(-c3ccco3)on2)cc1C	0	-2	-0.7	8	-11	105	18	107	10
COc1ccc(Cn2c(C)c(C)c(C#N)c2NC(=O)Nc2ccccc2)cc1	-8	11	-0.9	/	-15	/	-4	/	6
CC(C(=O)NCC1CCCO1)N(C(=O)c1snc(C(N)=O)c1N)c1cccc(F)c1 (configuration not stated)	-7	-7	0.8	-3	-18	93	-7	96	10
Clc1ccc(CNCc2cccs2)cc1Cl	-6	-2	-0.9	6	-2	110	-11	109	43
COc1ccccc1CNC(=O)COC(=O)c1n[nH]c2ccccc12	6	-3	4.9	-4	-11	94	9	92	15
CC(C)(C)NS(=O)(=O)c1ccc(CCC(=O)Nc2cc(Cl)ccc2Oc2ccccc2)cc1	8	-6	0.5	5	-25	102	-24	94	14
Cn1c(=S)c2[nH]c(SCCN3CCCC3)nc2n(C)c1=O	-9	2	-0.2	3	-1	73	25	100	0
CC1CCN(C(=O)CCNC(=O)c2ccccc2Cl)CC1	-4	0	0.4	13	-5	103	30	102	0
CCC(C)(C(=O)NC1CCCCC1)N(Cc1ccco1)C(=O)CNC(=O)c1ccccc1 (configuration not stated)	1	-5	-0.2	11	-25	107	-12	106	18
CCC(=O)N(CCO)Cc1cc2ccc(C)c(C)c2[nH]c1=O	-6	-3	0.4	-8	-2	91	9	95	21
COc1ccc(CNc2nc3nc4c(c(=O)n3[nH]2)CCC4)cc1	2	1	1.0	4	1	102	-1	101	4
COc1ccc(/C=C/C(=O)N2CCN(c3ccccn3)CC2)c2ccccc12	7	6	-1.7	-1	-16	100	28	96	-21
Cc1ccc(CN(C(=O)c2csnn2)C(C(=O)NC2CCCC2)c2cccnc2)cc1 (configuration not stated)	-6	5	-0.6	5	-29	102	36	101	8
O=C(COC(=O)C1C2CC3OC(=O)C1C3C2)Nc1cccc(C(F)(F)F)c1 (configuration not stated)	6	12	0.2	8	-17	102	9	100	12
C/C(=N\NC(=S)NCc1ccccc1)c1ccc(C(C)(C)C)cc1	-8	2	-0.2	-6	-8	85	-21	58	24
O=C(Nc1cccc2ccccc12)c1ccc(Cn2cc(Cl)cn2)cc1	1	5	3.6	-1	-15	101	14	101	8
CCOC(=O)CNC(=O)OC1CCN2Cc3ccccc3N=C12 (configuration not stated)	18	0	1.4	-2	4	99	37	102	16
Cc1ccc(-c2nc(SCC(=O)N(C)C3CCS(=O)(=O)C3)[nH]c2-c2ccc(C)cc2)cc1 (configuration not stated)	-2	1	-1.4	-4	-21	82	30	85	3
COc1cc(S(=O)(=O)N(Cc2cccnc2)Cc2ccco2)ccc1-n1cnnn1	-1	8	2.0	-12	-10	80*[inhibitor]	6	86	-4
O=C(CCn1c(=S)oc2ccccc21)NCCC1=CCCCC1	-1	-2	-2.8	2	-4	93	32	98	/
C/C(=N/NC(=O)c1ccccn1)c1ccncc1	2	-11	-0.3	6	-13	105	0	102	-4
Cc1cc(C)n(CC(C)C(=O)O)n1 (configuration not stated)	-3	-4	0.7	-7	1	90	47	92	1
O=C(Nc1ccc(Cl)cc1)C1CCN(C(=O)c2cccs2)CC1	-7	1	1.9	6	-13	102	26	105	12

No enrichment for hits; overall some 6.2% were active at least once.
